Screening data deposited in PubChem by Johns Hopkins Ion Channel Center.
KCNK3 inh – human KCNK3 channel inhibition, primary screen; O14649; CHO-KCNK3 thallium flux, FluxOR fluorescence; active compounds read low; B-score at 10 µM; 0.84% of 340,000 active; AID 602410;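 active means B-score under library mean minus 4 SD, starting fluorescence ratio at most library mean plus 5 SD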;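 further: more negative B-score means stronger inhibition of thallium flux through KCNK3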
Target sequence (O14649 whole entry, looked up): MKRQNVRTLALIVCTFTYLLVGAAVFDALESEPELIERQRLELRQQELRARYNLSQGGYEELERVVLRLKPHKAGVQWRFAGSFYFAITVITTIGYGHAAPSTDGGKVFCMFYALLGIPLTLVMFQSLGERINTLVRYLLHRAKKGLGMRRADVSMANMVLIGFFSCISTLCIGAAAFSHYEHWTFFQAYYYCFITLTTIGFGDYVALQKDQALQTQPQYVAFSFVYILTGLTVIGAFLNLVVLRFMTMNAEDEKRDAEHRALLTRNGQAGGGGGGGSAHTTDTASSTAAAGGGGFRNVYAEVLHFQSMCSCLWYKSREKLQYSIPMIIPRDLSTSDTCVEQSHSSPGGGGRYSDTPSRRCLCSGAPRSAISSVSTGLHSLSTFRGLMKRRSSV
* marks the source's active call; other numbers are inactive results; i = inactive. An excerpt; the hit share may differ from the screen's.

SMILES	KCNK3 inh
Cc1nc(-c2ccc(F)cc2)c(CC(=O)N(C)CC(=O)Nc2ccc(Cl)c(C(F)(F)F)c2)s1	i
CCOC(=O)Nc1ccc2c3c(cccc13)-c1ccccc1-2	i
COc1ccc(CNC(=O)C[C@H]2C[C@H](C(=O)N3CCCCC3)[C@@]3(C)c4[nH]c5ccc(Cl)cc5c4CCN3C2=O)cc1OC	i
Nc1cc([N+](=O)[O-])ccc1OCc1ccccc1	i
O=[N+]([O-])c1cccc(COc2ccc(CN3CCCCC3)cc2)c1	i
O=c1cc2c(c(-c3ccccc3)n1Cc1ccccc1)[C@@H](CCO)NC2	i
COCCn1c(COc2ccccc2)nnc1SCC(N)=O	i
N#CC(C#N)=C1SC(=Nc2ccccc2)C(=Nc2ccccc2)N1c1ccccc1	i
CCCc1cc(=O)[nH]c(SCC(=O)Nc2ccc(Cl)c(S(=O)(=O)N3CCOCC3)c2)n1	i
CN(c1ccccc1)S(=O)(=O)c1ccc(C(=O)NNC(=O)c2ccccc2)cc1	i
O=C1CCCCC1(c1ccccc1)c1ccccc1	i
CCOC(=O)N1CCN(S(=O)(=O)c2ccc3c(c2)NC(=O)CO3)CC1	i
Oc1ccc(Cc2ccccc2Cl)c(O)c1	i
COc1ccccc1N1CCN(C(=O)[C@H](C)NS(=O)(=O)c2ccc3c(c2)OCCCO3)CC1	i
CCCCCC1C(=O)N2C=C(c3ccccc3)c3ccccc3N2C1=O (configuration not stated)	i
COc1ccccc1-c1cccc([C@@H]2C[C@H]3[C@H](CON3C)CN2C(=O)CCc2ccccc2)c1	i
COc1ccc(-c2cc(CCC(=O)N3CCN(c4cc(C)ccc4C)CC3)[nH]n2)cc1	i
O=C1C=CC(c2ccccc2)(c2ccccc2)CC1	i
CCOC(=O)Cc1cc(=O)[nH]n(-c2ccccc2)c1=O	i
Cc1cccc(NC(=O)c2cccc([N+](=O)[O-])c2O)c1C	i
C=CCn1c(SCC(=O)Nc2cccc(S(N)(=O)=O)c2)nnc1C1CCCCC1	i
COc1ccc(N2CCN(C(=O)COC(=O)CSc3ccccc3)CC2)cc1	i
COc1ccc(N2CCN(C(=O)c3cc(C4CC4)nn3-c3ccccc3)CC2)cc1	i
CCN(C(=O)COC(=O)C1COc2ccccc2O1)c1c(N)n(Cc2ccccc2)c(=O)[nH]c1=O (configuration not stated)	i
Cc1ccc(NC(=O)CSc2ccccc2)cc1S(=O)(=O)N1CCOCC1	i

Exported as comma-separated lines: entries from further up.
Molecule,KCNK3 inh
Cc1cccc(NC(=O)c2cccc([N+](=O)[O-])c2O)c1C,i
C=CCn1c(SCC(=O)Nc2cccc(S(N)(=O)=O)c2)nnc1C1CCCCC1,i

The list continues:
SMILES	KCNK3 inh
CCOc1cc2c(cc1O)CCC1C2CCC2(C)C(O)CCC12 (configuration not stated)	i
CCOC(=O)c1c(CN2CCNCC2)nc2ccc(Cl)cc2c1-c1ccccc1	i
CN1CCC2CC1c1cc(-c3ccc(C(F)(F)F)cc3)ccc12 (configuration not stated)	i
CCC1(O)CCCC2C3CCC4CC(=O)CCC4(C)C3C(=O)CC21C (configuration not stated)	i
O=C(OCc1ccccc1)N1CCC2CC1c1c(Cl)cccc12 (configuration not stated)	i
CC(C)C[C@H]1CNC(=S)N1CC1CCN(CCC2CCCC2)CC1	i
CN(C)c1c([N+](=O)[O-])cc(N2C(=O)C=CC2=O)cc1[N+](=O)[O-]	i
CCOc1cc(N2CCOCC2)c(OCC)cc1NC(=O)COC(=O)c1ccc(OC)c([N+](=O)[O-])c1	i
CC(=O)OC1CCC2(C)C(=CCC3C4CC(=O)N(O)C(=O)C4(C)CCC32)C1 (configuration not stated)	i
CCOC(=O)C1=CN(Cc2ccco2)S(=O)(=O)NC1CC (configuration not stated)	i
O=C(CCCCCCCC(=O)N1CCCCC1)N1CCCCC1	i
C/C=C1\NC(=O)[C@H](CC(N)=O)N(C)C(=O)C([C@@H](C)O)NC(=O)C(CCCc2ccc(OC)cc2)NC(=O)[C@H](C(C)C)NC(=O)/C(=C\C)NC(=O)[C@H](O)[C@@H](C[C@@H](O)CCCCCCC)NC(=O)[C@H](C)NC(=O)CN(C)C(=O)[C@H](CCC(N)=O)NC1=O (some centres not stated)	i
CCCCN1CC(=O)N2[C@@H]3c4cc(OC)ccc4OC[C@@H]3[C@H](C(=O)OCC)[C@]2(C)C1=O	i
O=c1[nH]nnc2cc(Cl)ccc12	i
Cc1noc(C)c1C(=O)OCC(=O)/C=C1/N(C)c2ccccc2C1(C)C	i
CC(=O)Nc1ccc2c(c1)nc1n2CCN(C2CCCCC2)C1	i
Cc1ccc(C)c(N2CCN(C(=O)CCc3nc(-c4ccc(Cl)cc4)no3)CC2)c1	i
COC(=O)[C@H](CCSC)NC(=O)Cn1cnc(C(=O)Nc2ccc(C)c(C)c2)n1	i
COc1ccc(C(=O)Nc2cccc(S(=O)(=O)N(C)C)c2)cc1S(=O)(=O)N1CCOCC1	i
CC[C@]12c3[nH]c4ccc(Cl)cc4c3CCN1C(=O)[C@@H](CC(=O)NCCC1=CCCCC1)C[C@@H]2C(=O)N1CCN(C(=O)c2ccco2)CC1	i
COC(=O)c1ccc(C)cc1C1CN=NC12Cc1cc(C)ccc1C2=O (configuration not stated)	i
COc1ccc(NC(=O)CSc2ccc([N+](=O)[O-])cc2)cc1S(=O)(=O)N1CCOCC1	i
CC(C)(C)c1ccc(C(=O)NCCC(=O)Nc2ccc(S(=O)(=O)Nc3nccs3)cc2)cc1	i
COC(=O)C(C(=O)OC)C1C=CCN(C(C)=O)C1 (configuration not stated)	i
C#CCN1C=CC(=O)[C@@H](OC(=O)Nc2ccc(Br)cc2)[C@H]1c1ccccc1Br	i

Molecules listed so far that contain a furan ring, fused or not:
SMILES	KCNK3 inh
CCOC(=O)C1=CN(Cc2ccco2)S(=O)(=O)NC1CC (configuration not stated)	i
CC[C@]12c3[nH]c4ccc(Cl)cc4c3CCN1C(=O)[C@@H](CC(=O)NCCC1=CCCCC1)C[C@@H]2C(=O)N1CCN(C(=O)c2ccco2)CC1	i

Part of the list above in order of number of heavy atoms, falling:
SMILES	KCNK3 inh
CC[C@]12c3[nH]c4ccc(Cl)cc4c3CCN1C(=O)[C@@H](CC(=O)NCCC1=CCCCC1)C[C@@H]2C(=O)N1CCN(C(=O)c2ccco2)CC1	i
CC(C)C[C@H]1CNC(=S)N1CC1CCN(CCC2CCCC2)CC1	i
CN1CCC2CC1c1cc(-c3ccc(C(F)(F)F)cc3)ccc12 (configuration not stated)	i

Given as labelled records: 3 of the compounds above.
Cc1noc(C)c1C(=O)OCC(=O)/C=C1/N(C)c2ccccc2C1(C)C
  KCNK3 inh: i
CC(=O)Nc1ccc2c(c1)nc1n2CCN(C2CCCCC2)C1
  KCNK3 inh: i
Cc1ccc(C)c(N2CCN(C(=O)CCc3nc(-c4ccc(Cl)cc4)no3)CC2)c1
  KCNK3 inh: i

Remaining list, next part
SMILES	KCNK3 inh
O=C(CN1C(=O)NC(Cc2c[nH]c3ccccc23)C1=O)Nc1ccccc1C(F)(F)F (configuration not stated)	i
COC(=O)[C@]1(C)N[C@H](CN(C)C(=O)C2CCCCC2)[C@@H]2C(=O)N(C)C(=O)[C@@H]21	i
O=C(C(Cl)Cl)N1CC2CCC(CC2)C1	i
CCN(CC)C(=O)[C@H]1C[C@H](CC(=O)NCc2ccc(OC)c(OC)c2)C(=O)N2CCc3c([nH]c4ccc(Cl)cc34)[C@]12C	i
CCOc1ccc(NC(=O)c2ccc(NS(=O)(=O)c3cccc4cccnc34)cc2)cc1	i
Cc1ccccc1Oc1ccc2c(c1)[C@@H]1C[C@H](N(C)C(=O)c3ccc(C#N)cc3)[C@H]([C@H](C)O)C(=O)N1CC2	i
O=C1NC(CCO)C(=O)NC1CCO (configuration not stated)	i
Cc1ccccc1-c1cccc([C@@H]2C[C@H]3[C@H](CON3C)CN2C)c1	i
CC1NC(C)c2c(ccc3ccccc23)O1 (configuration not stated)	i
COc1cc(OC)cc(C(=O)OC(C)C(=O)NC2CCCc3ccccc32)c1 (configuration not stated)	i
CC(C)(C)NCC(=Cc1ccccc1)C(=O)c1ccccc1	i
COC(=O)c1ccc(CCc2cc(O)c(Br)cc2O)cc1	i
COc1cccc2c1CCC1=CC(=O)CCC12C (configuration not stated)	i
O=C(Cc1cccc(NC(=O)C2CCCN(C(=O)C3CC3)C2)c1)Nc1cccc(C(=O)N2CCCCC2)c1 (configuration not stated)	i
COCCCNC(=O)C[C@H]1C[C@H](C(=O)N2CCOCC2)[C@@]2(CCC3CCCC3)c3[nH]c4ccc(Cl)cc4c3CCN2C1=O	i
Cc1ccccc1S(=O)(=O)N1C[C@H]2CON(C)[C@H]2C[C@H]1c1cccc(Oc2ccccc2)c1	i
CCCCC[C@@H](/C=C/C1C(=O)C=C[C@H]1C/C=C\CCCC(=O)OC)OC(C)=O (some centres not stated)	i
OC(CCN1CCC2CCC(C2)C1)c1ccc(Br)cc1 (configuration not stated)	i
NC(=O)c1ncn([C@@H]2O[C@H](CNC(=O)[C@H](N)CSCc3ccccc3)[C@@H](O)[C@H]2O)n1	i
COc1ccc(CNc2ccncc2)c(OC)c1OC	i
CCN(C(=O)CSc1nnc(C(C)N(C)C)n1-c1ccc(F)cc1)C1CCS(=O)(=O)C1 (configuration not stated)	i
CCCCN1CC(COCc2ccccc2)Oc2cccc(NCc3ccc(OC)cc3)c2S1(=O)=O (configuration not stated)	i
COc1ccc(N=Nc2cc(OC)c(N)cc2OC)cc1	i
COc1cc2c(cc1OC)[C@@H](NC(=O)COc1ccccc1)[C@H](OCc1ccccc1)C2	i
COc1cc(CNc2ccc(S(N)(=O)=O)cc2)ccc1OCc1ccccc1F	i
SMILES	KCNK3 inh
CC(/C=C/c1ccc(O)cc1)=NNc1ccccc1	i
CCOc1ccccc1NC(=O)C1CCCN1S(=O)(=O)c1ccccc1C(F)(F)F (configuration not stated)	i
c1ccc2c(c1)c1c(c3ccccc32)CN2CCCC2C1 (configuration not stated)	i
CC1(C)c2ccccc2C(=O)c2ccccc21	i
CCOc1ccccc1N1CCN(C(=O)c2ccc(Cl)c(S(=O)(=O)N3CCCCC3)c2)CC1	i
COc1cc(NC(=O)NCc2ccco2)ccc1-c1ccc(NC(=O)NCc2ccco2)cc1OC	i
CC(C)(C)S(=O)N1Cc2ccc(CO)cc2[C@@H]1CCO (some centres not stated)	i
C=CCOc1ccc(CNc2ccc3[nH]c(=O)[nH]c3c2)cc1OC	i
S=C1NCCN1CC1CCN(CCC23CC4CC(CC(C4)C2)C3)CC1	i
CN(C(=O)c1cccc(NC(=O)Cc2cccc(NC(=O)C3CCN(C(=O)c4ccccc4)CC3)c2)c1)C1CCCC1	i
Cc1cccc(-c2ccc3c(c2)C2CC3CCN2C(=O)OCc2ccccc2)c1 (configuration not stated)	i
COc1ccc(C)cc1NC(=O)CN1C(=O)C(=O)N(C2CCCC2)C1=O	i
C=C(C1=CCN(S(=O)(=O)C(C)(C)C)[C@@H]1CCO)c1ccccc1	i
Cn1c(SCc2ccccc2)nccc1=O	i
Cc1ccc(Nc2c(O)nc[nH]c2=O)cc1C	i
O=C(NCCc1ccccc1)c1ccc(NC(=O)C2CCCC2)cc1	i
CCOC(=O)N1CC(C)N(CC(O)CN2CCOCC2)CC1C (configuration not stated)	i
CC(C)(C)NC(=O)C[C@H]1C[C@H](C(=O)N2CCCCC2)[C@@]2(CCc3ccccc3)c3[nH]c4ccc(Cl)cc4c3CCN2C1=O	i
O=[N+]([O-])c1ccccc1C=NNC(=S)NN=Cc1ccccc1[N+](=O)[O-]	i
COc1ccc(-c2cc([N+](=O)[O-])ccc2OCC(=O)N(C)CC(=O)Nc2ccc(C)cc2)cc1	i
CN(CC(=O)NCCc1ccc(S(N)(=O)=O)cc1)CC(=O)Nc1cccc(F)c1	i
CCCCC[C@@H]1C=C(C(=O)O)[C@H](c2ccc3c(c2)OCO3)N1S(=O)(=O)c1ccc(C)cc1	i
COc1ccc2c(c1)c(=Cc1ccc(N(C)C)cc1)c1cc(-c3ccccc3)[n+](C)n12	-16*
CN(CCc1ccccc1)C(=O)c1cccc(NC(=O)Cc2cccc(NC(=O)C3CCCN(C(=O)c4ccccc4)C3)c2)c1 (configuration not stated)	i
O=C(NN=Cc1ccccc1)c1ccccc1	i
SMILES	KCNK3 inh
O=C1NC[C@H](Cc2ccccc2)N(C[C@H]2CCCN2C[C@H](Cc2ccccc2)N2C[C@H](Cc3ccccc3)N(CC3CCCCCC3)C(=O)C2=O)C1=O	-9*
CC(C)[C@H](N)C(=O)NC[C@H]1O[C@@H](n2cnc3c(N)ncnc32)[C@H](O)[C@@H]1O	i
COC(=O)[C@]1(Cc2ccccc2)N[C@H](CN(C)C(C)=O)[C@@H]2C(=O)N(Cc3ccccc3)C(=O)[C@@H]21	i
CC(=O)c1ccc(-c2[nH]c3ccccc3c2CCN2C(=O)c3ccccc3C2=O)cc1	i
CCOc1ccccc1OCCCC(=O)NNC(=O)c1ccc(F)cc1	i
COCCn1c(SCC(=O)NCC(c2ccccc2)N(C)C)nc2sc3c(c2c1=O)CCC3 (configuration not stated)	i
CC(=O)CC(=O)NC1CCc2ccccc21 (configuration not stated)	i
COc1cc(-c2noc(C)c2C(=O)N[C@@H](CO)Cc2ccccc2)cc(OC)c1OC	i
Cc1ccccc1OCCOC(=O)c1ccc(S(=O)(=O)N2CCCC2)cc1	i
O=C(Cc1ccc(NC(=O)C2CCCN(C(=O)C3CCCCC3)C2)cc1)Nc1cccc(C(=O)N2CCCC2)c1 (configuration not stated)	i
CN(C(=O)c1cccc(NC(=O)Cc2ccc(NC(=O)C3CCCN(C(=O)C4CC4)C3)cc2)c1)C1CCC1 (configuration not stated)	i
O=CNc1cc2c(cc1Br)-c1ccccc1C2O (configuration not stated)	i
O=C1NC[C@H](Cc2ccccc2)N(CC2CCN(CCCCc3ccccc3)CC2)C1=O	i
